Assay outcomes from PubChem.
hIAP activ = increases human intestinal alkaline phosphatase activity; AID 2524; purified human IAP, CDP-Star luminescence, 30 min; stronger effect = higher value; 1 = vehicle-only enzyme, 0 = enzyme-free background; P09923; activation factor at 10 µM; 0.16% of 330,000 active;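 active means activation factor of the enzyme at least 2-fold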; further: the source names both 10 and 20 µM as test concentration; values of inactives mirror those of a sister screen read the other way
mIAP inh = blocks mouse intestinal alkaline phosphatase; purified mouse IAP, CDP-Star luminescence, 30 min; inhibition, % at 10 µM; 0.2% of 330,000 active; AID 2806;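 active means inhibition of at least 40% at 10 µM in the primary screen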;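 further: plate controls were DMSO with enzyme for no effect and no enzyme wells for full effect; values of inactives mirror those of a sister screen read the other way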
TIM10 inh = growth inhibitors of TIM10 yeast strain | 1.4% of 330,000 active | inhibition, % at 10 µM | S. cerevisiae TIM10 strain growth, BacTiter-Glo luminescence, 24 h | AID 463195;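 active means inhibition of 40% or more at the single tested concentration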;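 further: wild-type TIM10 isogenic control strain grown at permissive 25 °C; 0% = DMSO yeast wells and 100% = minimal medium wells without yeast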
mIAP act = mouse IAP activation | AID 2805 | activation factor at 10 µM | muIAP, CDP-Star luminescence, 30 min; stronger effect = higher value; 1 = vehicle-only enzyme signal, 0 = enzyme-free wells | 0.24% of 330,000 active;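 active means activation factor of at least 2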; further: the source names both 10 and 20 µM as test concentration; values of inactives mirror those of a sister screen read the other way
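also added = chemiluminescent substrate CDP-Star | test system = mouse IAP enzyme | signal = chemiluminescence readout | compound = DMSO-dissolved test compounds | incubation = 30 min at room temperature | benchmarks = DMSO wells, no-enzyme wells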
ATG4B inhibitor = blocks human ATG4B protease cleavage of LC3 substrate; ATG4B cleavage of LC3-PLA2, NBD-HPC fluorescence, 1 h; inhibition, % at 8.33 µM; 0.51% of 340,000 active; in the data active means inhibition above about 40%
Apaf-1 inh = inhibitors of human Apaf-1 apoptosome; reconstituted apoptosome caspase-3 activity, DEVD-Rh110 fluorescence; inhibition, % at 20 µM; 0.71% of 330,000 active; AID 489030; active means inhibition of at least 40% at 20 µM;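 further: plate controls were DMSO wells for no effect and DEVD-CHO caspase inhibitor wells for full effect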
Target sequence (O14727 whole entry, looked up): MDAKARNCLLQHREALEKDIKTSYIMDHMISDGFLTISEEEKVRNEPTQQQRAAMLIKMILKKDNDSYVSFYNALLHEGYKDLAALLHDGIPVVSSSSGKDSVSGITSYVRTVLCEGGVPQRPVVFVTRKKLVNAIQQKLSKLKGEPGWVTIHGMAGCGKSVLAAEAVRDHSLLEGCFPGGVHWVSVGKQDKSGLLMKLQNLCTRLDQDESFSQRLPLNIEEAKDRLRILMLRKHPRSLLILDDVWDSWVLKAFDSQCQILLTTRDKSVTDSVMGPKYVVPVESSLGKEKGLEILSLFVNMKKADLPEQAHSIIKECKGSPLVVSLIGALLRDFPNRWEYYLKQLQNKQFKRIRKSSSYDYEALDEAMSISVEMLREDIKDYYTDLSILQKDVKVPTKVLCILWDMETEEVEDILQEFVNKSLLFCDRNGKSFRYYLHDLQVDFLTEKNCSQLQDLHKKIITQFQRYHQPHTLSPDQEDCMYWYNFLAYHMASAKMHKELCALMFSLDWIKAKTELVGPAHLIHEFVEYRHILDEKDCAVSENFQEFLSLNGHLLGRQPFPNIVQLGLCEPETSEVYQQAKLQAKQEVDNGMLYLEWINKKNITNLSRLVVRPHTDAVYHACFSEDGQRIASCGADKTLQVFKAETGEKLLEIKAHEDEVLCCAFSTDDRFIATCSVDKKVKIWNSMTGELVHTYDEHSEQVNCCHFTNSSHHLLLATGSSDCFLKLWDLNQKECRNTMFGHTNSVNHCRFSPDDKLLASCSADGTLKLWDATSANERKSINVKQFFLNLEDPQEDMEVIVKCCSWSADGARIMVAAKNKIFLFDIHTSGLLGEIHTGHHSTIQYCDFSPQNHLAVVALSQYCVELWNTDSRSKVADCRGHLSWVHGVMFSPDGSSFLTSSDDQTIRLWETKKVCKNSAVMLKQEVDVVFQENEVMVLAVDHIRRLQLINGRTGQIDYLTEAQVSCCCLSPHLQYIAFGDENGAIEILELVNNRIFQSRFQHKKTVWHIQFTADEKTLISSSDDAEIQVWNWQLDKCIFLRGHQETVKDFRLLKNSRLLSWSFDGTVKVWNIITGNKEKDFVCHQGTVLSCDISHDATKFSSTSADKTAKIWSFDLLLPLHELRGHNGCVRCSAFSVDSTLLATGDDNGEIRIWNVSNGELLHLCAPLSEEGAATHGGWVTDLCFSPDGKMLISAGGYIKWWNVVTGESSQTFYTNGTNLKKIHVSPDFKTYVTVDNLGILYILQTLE
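Material: biochemical Apaf-1 apoptosome reconstitution. Medium: Hepes buffer, pH 7.5. Also added: cytochrome c activation, bis-DEVD rhodamine 110 substrate. Timing: 30 min compound preincubation, 50 min activation, room temperature. Measured by: rhodamine 110 fluorescence at Ex 480/Em 540 nm.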
tim10-1 inh = inhibits growth of tim10-1 mutant yeast; S. cerevisiae tim10-1 ts strain growth, BacTiter-Glo, 24 h; inhibition, % at 20 µM; 2.2% of 330,000 active; AID 463190;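 active means inhibition of at least 40%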;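 further: mutant grown at 25 °C; 0% = DMSO wells with yeast and 100% = wells holding no yeast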
hIAP inh = human IAP inhibition; purified IAP, CDP-Star luminescence, 30 min; inhibition, % at 10 µM; 0.12% of 330,000 active; AID 2544;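 active means inhibition reaching a set limit with compound at 10 µM in the primary screen, cut at about 35% in these data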;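 further: plate controls were DMSO wells with enzyme for no effect and no-enzyme buffer wells for full effect; values of inactives mirror those of a sister screen read the other way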
NALP3 yeast inh = inhibitors of NALP3 inflammasome in yeast; Yeast reconstituted NLRP3/ASC/caspase-1, beta-gal luminescence, 24 h; inhibition, % at 10 µM; 0.39% of 330,000 active; AID 2825;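 active means inhibition of 50% or more; inactive means inhibition below 50%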;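 further: plate controls were induced DMSO wells for no effect and uninduced yeast grown without galactose for full effect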
* hit, by the source's call; / = no result given; & = joins results of further samples. An unsorted share of the library, and some 4.5% of all compounds hit somewhere here.

SMILES | hIAP activ | mIAP inh | TIM10 inh | mIAP act | ATG4B inhibitor | Apaf-1 inh | tim10-1 inh | hIAP inh | NALP3 yeast inh
CCCNC(=O)c1ccc(N2CCC3(CC2)CC(c2cccc(Br)c2)=NO3)c(NC(=O)c2ccco2)c1 | 1.06 | 5.2 | 12.3 | 0.948 | -9.0 | 14.2 | 0.0 | -6.2 | 10.1
CSc1nc(C)cc(SCCO)n1 | 1.08 | 2.6 | 16.3 | 0.974 | -4.4 | -2.7 | 23.9 | -7.8 | -2.5
O=C(OCC(=O)N1CCOCC1)c1ccc(O)cc1 | 1.02 | 1.2 | -8.7 | 0.988 | -8.4 | 7.1 | 0.7 | -2.3 | 3.6
CCc1noc(C)c1C(=O)NNC(=O)COc1cc(C)ccc1C | 1.19 | 2.8 | 7.0 | 0.972 | -10.4 | -2.9 | 13.2 | -18.5 | 15.2
CCc1cccc(NS(=O)(=O)c2ccc3c(c2)oc(=O)n3C)c1 | 0.84 | 0.9 | 17.9 | 0.991 | 0.9 | -0.3 | 21.4 | 16.0 | -2.5
Cc1cccc(C(=O)OCC(=O)NC(=O)NCc2ccccc2)c1 | 0.922 | -2.2 | 7.4 | 1.02 | 4.7 | -2.1 | -0.2 | 7.8 | 25.5
Cc1ccc(CNC(=O)c2ccccc2NC(=O)CN2CCN(C)CC2)cc1 | 0.87 | 0.0 | 2.4 | 1 | 3.2 | -3.5 | -6.4 | 13.0 | 21.9
Cc1ccc(S(=O)(=O)NCCc2ccncc2)cc1C | 1.05 | 5.0 | 0.5 | 0.95 | -0.9 | -6.9 | 12.4 | -4.6 | 26.2
CCOc1ccc(-c2nnc3ccc(SC)nn23)cc1 | 0.879 | 3.6 | 7.9 | 0.964 | 10.1 | 1.2 | 13.4 | 12.1 | 24.2
CC(=O)N1CCN(S(=O)(=O)c2ccc(C)c([N+](=O)[O-])c2)C1C(C)C (centres undefined) | 0.926 | -3.5 | 8.8 | 1.03 | -10.0 | 3.1 | 1.4 | 7.4 | 10.6
COC(=O)c1c(-c2ccc(C)cc2)csc1N | 0.96 | 12.7 | 9.2 | 0.873 | 5.6 | -0.2 | 27.6 | 4.0 | 14.7
CC1CCN(S(=O)(=O)c2ccc(C(=O)N3CCCCC3C(=O)O)cc2)CC1 (centres undefined) | 0.844 | 3.9 | 7.7 | 0.961 | -4.8 | 0.0 | 3.9 | 15.6 | -7.4
CNc1ccc(Oc2c(F)c(F)nc(F)c2F)cc1 | 0.841 | 10.9 | 7.5 | 0.891 | -0.7 | -1.5 | 23.0 | 15.9 | -1.2
CC(C)(C)C(=O)Nc1nnc(SCC(=O)NC2CCCC2)s1 | 1.16 | -5.2 | -4.1 | 1.05 | -6.9 | 7.5 | 2.3 | -15.6 | -1.9
COc1ccc2c(c1)CCc1sc(NC(=O)c3ccc(C)cc3)nc1-2 | 0.974 | 4.6 | -9.5 | 0.954 | 11.3 | 4.1 | -10.8 | 2.6 | 18.4
C=CCNC(=O)C(=O)Nc1ccc2c(c1)N(S(=O)(=O)c1cccs1)CCC2 | 0.948 | 6.1 | 35.0 | 0.939 | -5.0 | 12.0 | 34.7 | 5.2 | 16.4
Cc1ccc2nc(SCC(=O)Nc3ccc(C)c([N+](=O)[O-])c3)[nH]c2c1 | 1 | 14.1 | 13.0 | 0.859 | -6.3 | 9.7 | -17.1 | -0.3 | -4.2
O=C(c1ccc(NS(=O)(=O)c2ccc3c(c2)OCCO3)cc1)N1CCCCC1 | 0.966 | -9.1 | -17.4 | 1.09 | -5.0 | -18.8 | -2.0 | 3.4 | 4.4
Cc1ccc(C(OC(=O)c2ccco2)C(=O)NCc2cccs2)cc1 (centres undefined) | 0.948 | -0.1 | -2.8 | 1 | 10.9 | 3.2 | 14.2 | 5.2 | 20.4
COc1ccc(CCNC(=O)CSc2ccsc2[N+](=O)[O-])cc1OC | 0.799 | 10.2 | 13.8 | 0.898 | 8.3 | -2.6 | 6.0 | 20.1 | 13.5
CC(C)CN(C(=O)COC(=O)CCc1c[nH]c2ccccc12)C1CCS(=O)(=O)C1 (centres undefined) | 1 | 0.4 | 2.5 | 0.996 | -6.5 | -0.7 | 9.5 | -0.4 | -1.9
CCCCC(c1nnnn1CC1CCCO1)N1CCN(Cc2ccccc2)CC1 (centres undefined) | 0.974 | 0.0 | 12.9 | 1 | 3.9 | 4.5 | 2.1 | 2.6 | 8.2
Cc1cc(NC(=O)CN2C(=O)/C(=C/c3cccc(Br)c3)SC2=S)no1 | 0.768 | 6.5 | -0.5 | 0.935 | -1.7 | 16.3 | -8.8 | 23.2 | 6.6
O=C(Cc1cccc2ccccc12)NNC(=O)Nc1cccc(Cl)c1 | 0.974 | -9.6 | 7.5 | 1.1 | -15.6 | 14.8 | -1.2 | 2.6 | 3.4
Cc1ccc(S(=O)(=O)N2c3ccc(S(N)(=O)=O)cc3CC2C)cc1 (centres undefined) | 0.931 | 4.4 | -2.7 | 0.955 | -11.6 | 5.1 | 28.9 | 6.9 | -7.6

New compounds follow:
SMILES | hIAP activ | mIAP inh | TIM10 inh | mIAP act | ATG4B inhibitor | Apaf-1 inh | tim10-1 inh | hIAP inh | NALP3 yeast inh
CC(C)CN(C(=O)COC(=O)c1nc(Cl)ccc1Cl)c1c(N)n(Cc2ccccc2)c(=O)[nH]c1=O | 0.976 | 4.0 | 7.7 | 0.96 | 3.9 | 5.8 | 2.7 | 2.4 | 2.9
CCC(C)NC(=O)CC(NS(=O)(=O)c1ccc(NC(C)=O)cc1)C(C)C (centres undefined) | 1.06 | -5.5 | -5.9 | 1.05 | 2.0 | -1.1 | 4.2 | -5.9 | -13.1
N#C/C(=N\O)c1nc(-c2ccccc2)cs1 | 0.846&1.52 | 14.3&10.8 | 3.0&-19.2 | 0.857&0.892 | 2.6&-4.9 | -2.2&1.6 | 22.9&15.2 | 15.4&-52.3 | 34.6&14.7
CCCCC(=O)Nc1ccc(NC(=O)c2cc(OC)c(OC)c(OC)c2)cn1 | 1.12 | 2.7 | -11.2 | 0.973 | -18.7 | -2.5 | 25.6 | -11.9 | 12.3
COc1ccc(Cl)cc1N(CC(=O)N1CCCCC1)S(C)(=O)=O | 1.11 | 7.1 | 1.5 | 0.929 | -8.9 | -3.0 | 0.0 | -10.8 | 1.0
CP(C)(=O)CCP(=O)(c1ccccc1)c1ccccc1 | 0.971 | 6.0 | 5.6 | 0.94 | 4.6 | -14.0 | 11.3 | 2.9 | 6.2
CCOC(=O)N1CCN(C(=O)CCn2nc(-c3ccccc3)ccc2=O)CC1 | 0.961 | 0.2 | 1.5 | 0.998 | 2.1 | -6.1 | -4.9 | 3.9 | 2.8
N#CCCN(C(=O)CSc1nnc(-c2ccncc2)n1C1CC1)c1ccccc1 | 0.967 | 9.7 | -3.3 | 0.903 | -6.5 | -9.2 | -8.5 | 3.3 | 0.1
O=C(CC1CCCCC1)N1CCCC(c2nc(-c3ccc(S(=O)(=O)N4CCCC4)cc3)no2)C1 (centres undefined) | 0.96 | 8.0 | 11.6 | 0.92 | 1.2 | 14.8 | 32.4 | 4.0 | -10.0
S=c1[nH]nc(-c2cccnc2)n1-c1ccc2c(c1)OCCO2 | 1 | 2.5 | 0.3 | 0.975 | -10.4 | -12.8 | -11.8 | -0.5 | 12.8
O=C(CSc1ncccn1)Nc1ccc2c(c1)OCO2 | 0.935 | 9.2 | -7.2 | 0.908 | -0.1 | -8.7 | -6.4 | 6.5 | 9.5
CCc1ccc(-n2nnnc2SCC(=O)Nc2ccc(NC(C)=O)cc2)cc1 | 0.95 | 2.7 | -1.9 | 0.973 | 1.6 | -0.8 | 15.7 | 5.0 | 13.5
CCN(CCNC(=O)c1ccc(C#N)cc1)c1cccc(C)c1 | 0.938 | -2.1 | 16.1 | 1.02 | -1.6 | 7.8 | 8.9 | 6.2 | 18.1
COc1cc2nc(CN3C(=O)c4ccccc4C3=O)oc(=O)c2cc1OC | 1.15 | 3.8 | 7.4 | 0.962 | -7.0 | -0.6 | -18.0 | -14.6 | 11.9
Cc1ccc(S(=O)(=O)/N=C(\CN2CCCCC2)N2CCOCC2)cc1 | 1.23 | 1.9 | 15.6 | 0.981 | -8.4 | -14.7 | 30.1 | -23.1 | -7.8
Cc1ccc(C(=O)CSc2nccn2-c2ccccc2)cc1 | 1.06 | 14.6 | 1.4 | 0.854 | -5.4 | 17.3 | 28.2 | -5.6 | 20.2
CCOC(=O)c1c(NC(=O)C2CCCO2)sc(C)c1C (centres undefined) | 0.932 | -4.1 | -23.6 | 1.04 | 4.8 | 2.4 | -6.2 | 6.8 | 22.2
CC(Oc1ccc(Br)cc1)C(=O)Nc1ccc(S(=O)(=O)Nc2nccs2)cc1 (centres undefined) | 1.29 | -1.1 | 7.6 | 1.01 | -10.7 | 9.4 | 5.4 | -28.8 | 3.9
Cc1ccc(S(=O)(=O)CCC(=O)NCCN2C(=O)S/C(=C\c3ccccc3)C2=O)cc1 | 0.93 | 12.7 | 4.3 | 0.873 | -10.3 | 12.8 | 34.4 | 7.0 | 13.0
Cc1cc(C(=O)CCC(=O)N2CCN(c3ccccc3)CC2)c(C)s1 | 0.896 | 6.0 | 4.2 | 0.94 | 3.5 | 12.2 | 18.1 | 10.4 | 18.3
COc1ccc(C2CC(=O)C3=C(C2)NC(C)=C(C(=O)Nc2ccccc2C)C3c2coc3ccc(C)cc3c2=O)cc1OC (centres undefined) | 1.04 | -4.5 | 7.1 | 1.04 | -10.3 | 10.9 | -3.1 | -3.8 | 6.3
Cc1c(Cl)cccc1Nc1ccccc1C(=O)O | 0.911 | 13.2 | 12.9 | 0.868 | 43.7* | -3.9 | 12.0 | 8.9 | 4.2
O=C1CCC(C(=O)O)(c2ccccc2)C1 (centres undefined) | 0.969 | 1.2 | -3.3 | 0.988 | / | 7.0 | 11.8 | 3.1 | 23.7
CCOc1c(Br)cc(CNc2ccc(N3CCN(C(C)=O)CC3)cc2)cc1OC | 0.929 | 10.2 | 12.0 | 0.899 | -5.7 | 6.6 | 7.9 | 7.1 | 22.0
Cc1ccc[n+](C(C)C(=O)Nc2ccc(C)c(C)c2)c1 (centres undefined) | 0.984 | -4.3 | 1.8 | 1.04 | -2.4 | 6.9 | 3.5 | 1.6 | 10.8
O=C(CN1CCN(C(=O)CCC(=O)N2CCC(c3ccccc3)=N2)CC1)Nc1ccc(F)cc1 | 1.01 | 0.8 | 0.2 | 0.992 | -5.9 | 13.9 | 3.2 | -0.7 | -2.5
O=C(COc1cccnc1[N+](=O)[O-])NCCc1ccccc1 | 0.968 | 9.6 | -0.6 | 0.904 | -7.1 | -4.7 | 11.6 | 3.2 | -3.4
COCCNC(=S)NC1CC2CCC(C1)N2Cc1ccccc1 (centres undefined) | 1.12 | 0.3 | -14.8 | 0.997 | -6.5 | 5.0 | 4.2 | -11.7 | 15.0

A different layout for 2 compounds above.
O=C1CCC(C(=O)O)(c2ccccc2)C1 (centres undefined)
  hIAP activ = 0.969
  mIAP inh = 1.2
  TIM10 inh = -3.3
  mIAP act = 0.988
  ATG4B inhibitor = /
  Apaf-1 inh = 7.0
  tim10-1 inh = 11.8
  hIAP inh = 3.1
  NALP3 yeast inh = 23.7
CCOc1c(Br)cc(CNc2ccc(N3CCN(C(C)=O)CC3)cc2)cc1OC
  hIAP activ = 0.929
  mIAP inh = 10.2
  TIM10 inh = 12.0
  mIAP act = 0.899
  ATG4B inhibitor = -5.7
  Apaf-1 inh = 6.6
  tim10-1 inh = 7.9
  hIAP inh = 7.1
  NALP3 yeast inh = 22.0
